# ADAM10 inh: inhibits human ADAM10. inhibition, % at 7 µM. recombinant ADAM10, EDANS/DABCYL FRET peptide cleavage, 3 h. hit rate 0.62% among 370,000. AID 720582;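 active = inhibition above a per-campaign cutoff equal to the mean of compounds falling between control-based bounds plus 3 SD, cut at about 20% in these data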;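 note: 0% = DMSO wells while the 100% control is not disclosed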
# sPLA2-III inh: Blocks human group III sPLA2 activity; Q9NZ20; QFRET BODIPY PC-A2 liposome hydrolysis, fluorescence; inhibition, % at 12.2 µM; hit rate 0.56% among 370,000; AID 743126;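 active = inhibition above mean plus 3 SD of compounds lying within the high and low control bounds, cut at about 19% in these data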;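 note: 0% = median of test compound wells and 100% = no enzyme DMSO wells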
# PLCb3 inh: blocks human PLC-beta3 enzyme activity; inhibition, % at 12.2 µM; Purified PLC-beta3, fluorogenic substrate, fluorescence; hit rate 0.18% among 370,000; Q01970; AID 720704; in the data active = inhibition above about 11%;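 note: 0% = median of compound wells on plate and 100% = full blocker control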
# hcDAF-12 act: activates DAF-12 receptor from parasite H. contortus. HEK293 hcDAF-12 lit1-tk-luc reporter, luminescence; 0% DMSO, 100% Δ7-dafachronic acid. activation, % at 6.8 µM. hit rate 1.4% among 370,000;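 active = activation above the mean of all tested compounds plus 3 SD, cut at about 5.5% in these data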;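 note: 100% = response to 3 µM Δ7-dafachronic acid high control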
# PLCg1 inh: blocks human PLC-gamma1 enzyme activity. purified PLC-gamma1, fluorogenic substrate, fluorescence. inhibition, % at 12.2 µM. hit rate 0.84% among 370,000; in the data active = inhibition above about 9.5%
# DAX1 inh-1: inhibits human nuclear receptor DAX1 | inhibition, % at 6.75 µM | hit rate 0.99% among 340,000 | AID 504766 | P51843 | HEK293 Gal4-DAX1 luciferase reporter, luminescence;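 active = inhibition above the mean over all tested compounds plus 3 SD, cut at about 4.2% in these data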;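 note: 0% = DAX1-transfected cells with DMSO and 100% = empty-vector control cells with DMSO; inhibition shows as a rise in luminescence from relieved DAX1 repression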
# ssDAF-12 act: activators of S. stercoralis DAF-12 nuclear receptor. HEK293 ssDAF-12/GRIP1 lit1-tk-luc reporter, luminescence; % of 3 µM dafachronic acid response. AID 652126. activation, % at 6.8 µM. hit rate 1% among 370,000;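 active = activation above the mean over all tested compounds plus 3 SD, cut at about 0.9% in these data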;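 note: 0% = DMSO-only wells and 100% = 3 µM delta7-dafachronic acid wells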
# hgDAF12 agonist: agonists of H. glycines DAF-12 nuclear receptor; HEK293 GAL4-hgDAF12 UAS-luciferase reporter, agonist luminescence; normalized to butyrate control; activation, % at 6.8 µM; hit rate 1.8% among 370,000;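 active = activation above a cutoff set at the mean of all screened compounds plus 3 SD, cut at about 10% in these data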;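 note: 0% = DMSO wells and 100% = sodium butyrate wells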
# FXN GAA850 act: frataxin GAA850 promoter activation; hit rate 0.56% among 360,000; HEK293 lucGAA850 FXN promoter luciferase reporter, 24 h; percent of 10 µM SAHA response; activation, % at 6 µM;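 active = activation above the average of all compounds screened plus 3 SD, cutoff fixed separately per campaign, cut at about 7.5% in these data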;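 note: 0% = DMSO wells and 100% = 10 µM SAHA wells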
# ADAM17 inh: ADAM17 inhibition, QFRET primary screen | P78536 | recombinant ADAM17, EDANS/DABCYL FRET peptide cleavage | inhibition, % at 6.95 µM | hit rate 0.83% among 370,000 | AID 720648;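 active = inhibition above the mean of compounds lying between control limits plus 3 SD, set per campaign, cut at about 8.5% in these data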;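 note: 0% = DMSO-only wells as the low control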
# DAX1 inh-2: DAX1 (NR0B1) inhibition, primary screen; hit rate 1.1% among 370,000; inhibition, % at 6.8 µM; AID 652010; HEK293T StAR-luciferase reporter, SF-1/DAX-1 repression relief;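 active = inhibition above the mean over all tested compounds plus 3 SD, cut at about 3.6% in these data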;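 note: 0% = DAX-1 cells with DMSO and 100% = cells lacking DAX-1 with DMSO; higher inhibition means more luminescence from relief of DAX-1 repression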
# * = called active by the depositor; x = no result given. Compounds as they come; 6.9% or so of the library scored in one or more.
SMILES,ADAM10 inh,sPLA2-III inh,PLCb3 inh,hcDAF-12 act,PLCg1 inh,DAX1 inh-1,ssDAF-12 act,hgDAF12 agonist,FXN GAA850 act,ADAM17 inh,DAX1 inh-2
O=C(Nc1nccs1)C1CC(=O)N(c2ccccc2)C1 (stereo not given),0,5,-5,-0.8,0,2.3,-1.1,-1.1,2.1,-3,-0.3
CCC(C)NC(=O)c1ccc(NC(=O)CC2SC(N3CCCCC3)=NC2=O)cc1 (stereo not given),1,-7,-3,-1.4,0,-0.4,-0.4,0.2,-0.1,0,-1.4
Cc1cc(-c2nnnn2-c2ccc(C(F)(F)F)cc2)no1,7,-2,0,-0.3,1,3.2,-0.7,2.2,0.9,0,0.0
CCOC(=O)C1CCN(C(=O)CCS(=O)(=O)c2ccc3c(c2)CC(C)N3C(=O)CC)CC1 (stereo not given),-1,-2,4,-1.8,1,-1.3,-0.8,-2.5,0.4,-1,-0.5
CCn1c(C(C)NC(=O)c2ccc(C)cc2)n[nH]c1=S (stereo not given),-2,9,1,-1.6,3,-1.4,-0.1,4.8,-1.3,-1,0.5
Cc1nc2ccccc2n1S(=O)(=O)N(C)C,-9,0,3,-2.1,3,2.7,-0.4,1.2,1.7,-5,-0.1
Cc1ccccc1CN(C)C(=O)CNC(=O)c1ccc2ccccc2c1,-1,0,-2,-2.4,4,0.5,-0.9,-0.2,0.1,4,-0.2
COC(=O)CNC(c1ccccc1)c1cc(Br)ccc1NS(=O)(=O)c1ccccc1 (stereo not given),-4,16,0,-1.0,-3,1.4,-0.6,-3.3,2.3,-2,0.1
CCOC(=O)c1c(NC(=O)CS(=O)(=O)c2cn(CC)c3ccccc23)sc2c1CCCCC2,0,-29,2,1.7,2,-0.5,-1.4,1.4,1.3,0,0.5
CC(C)NC(=O)C(=O)Nc1cc2c3c(c1)C(C)C(=O)N3CCC2 (stereo not given),-10,-3,-13,1.0,-5,0.0,-0.8,2.9,0.8,-6,-0.1
COc1c(C)cc(C(=O)C2CCCN(C(=O)Cn3ccc(C)n3)C2)cc1C (stereo not given),-6,1,-7,-1.5,-2,-0.6,-2.1,-2.2,-0.3,-6,0.1
C/C(CC(=O)NCc1ccco1)=N\NC(=O)C(c1ccccc1)c1ccccc1,13,-6,0,0.6,4,-0.3,-0.9,-0.6,-0.9,5,0.4
CC1(C)CC(=O)C=C(NCc2ccc(C(=O)O)cc2)C1,-6,2,-9,-1.6,-2,2.0,-0.8,3.1,-2.0,-4,0.2
Cc1cc(Br)ccc1NC(=O)CN(C)C(=O)c1ccc(-n2cncn2)c([N+](=O)[O-])c1,-5,-1,-6,-1.0,0,-0.7,-0.6,-1.9,0.9,2,0.9
CC(C)N1C(=O)C2ON(c3ccccc3)C(c3cccs3)C2C1=O (stereo not given),7,2,1,-1.2,6,1.2,-1.1,-0.7,0.7,1,-0.4
[O-][n+]1ccccc1/C=C/c1ccccc1,-79,3,-28,1.0,-13,1.6,-0.5,0.0,1.0,-23,-0.3
CCCCCC(=O)Nc1ccc(S(=O)(=O)NC2=NCCCCC2)cc1,-4,-6,-1,-0.9,-2,0.3,-1.3,1.3,1.1,0,-1.5
CN(Cc1ccno1)Cc1cn(C)nc1-c1ccc(Oc2ccccc2)cc1,-1,-14,-6,0.8,0,-0.5,-1.6,-0.8,-3.5,0,-0.2
CCCCCn1nc(C(=O)N(CCOC)c2c(N)n(CCCC)c(=O)[nH]c2=O)c2ccccc2c1=O,-17,6,-2,-0.8,-2,0.1,-1.0,-0.2,0.8,-3,-0.9
Cc1cccc(CCNC(=O)CC2C(=O)NCCN2CC2CCCCC2)n1 (stereo not given),-30,3,-11,0.9,-14,0.0,-0.3,0.9,4.8,-8,0.1
COc1ccc(-c2oc3ccccc3c2C(=O)OCc2ccc([N+](=O)[O-])cc2)cc1,7,6,3,-0.3,0,0.0,-1.1,0.9,1.0,3,0.0
COc1cccc(CN2CCC2(C)C(=O)Nc2cccc3cccnc23)c1OC (stereo not given),10,-9,-5,-3.6,2,x,-1.2,-1.2,2.7,3,-1.6
COC(=O)[C@H](CC(C)C)NC(=O)CC[C@H]1O[C@@H](n2ccc(=O)[nH]c2=O)[C@H](O)[C@@H]1O,4,0,8,0.8,9,x,-1.2,-0.6,x,3,-0.1
CCOC(=O)C1=C(C(=O)OCC)C2N(Cc3ccc(Br)cc3)c3ccccc3[C@@]23C[C@@H](C(=O)OC)N(S(=O)(=O)c2ccc(OC)cc2)C3=N1 (stereo not given in full),-11,4,-21,-2.8,-14,x,0.0,1.4,x,-5,1.4
CC1CCCC(NC(=O)c2cccc(S(=O)(=O)N3CCN(c4ccccc4)CC3)c2)C1C (stereo not given),-5,-1,-5,0.9,-2,-1.0,-0.7,0.4,-0.5,-1,0.9
# Carrying on.
SMILES,ADAM10 inh,sPLA2-III inh,PLCb3 inh,hcDAF-12 act,PLCg1 inh,DAX1 inh-1,ssDAF-12 act,hgDAF12 agonist,FXN GAA850 act,ADAM17 inh,DAX1 inh-2
CCOC(=O)c1cnn(-c2ccccc2)c1-n1cccc1C(=O)C(=O)Nc1ccc(OC)cc1,12,-14,-1,0.8,-3,1.3,-0.7,-1.0,1.4,6,0.0
Cn1/c(=N/NC(=O)c2ccccc2Br)sc2ccccc21,0,2,4,0.2,4,0.9,0.3,2.6,3.7,-2,1.7
Cc1cnc(CN(C)C(=O)C2CCC(=O)N(CCc3cccc(F)c3)C2)[nH]1 (stereo not given),5,6,-6,-1.8,1,1.6,-1.0,0.0,0.1,-4,-0.1
O=C(COC(=O)c1ccc(F)cc1F)NCc1ccc2c(c1)OCO2,-6,-3,-8,-1.0,-2,0.8,-0.7,0.4,-1.8,0,-0.6
O=C(Nc1cc(S(=O)(=O)Nc2ccc(Cl)cc2)ccc1N1CCCCC1)c1ccc(F)cc1,1,-8,5,-3.1,1,-0.4,-1.1,1.2,2.4,-2,0.5
Cc1cc2nc(/C=C/c3nc4cc(C)c(C)cc4[nH]3)[nH]c2cc1C,-101,-3,-367,0.3,-285,-0.3,-0.4,0.2,1.0,-41,0.0
CCOC(=O)C1=C(C)NC(=O)NC1c1ccc([N+](=O)[O-])o1 (stereo not given),-1,-3,-4,-1.4,1,1.6,-1.2,3.0,0.5,-3,-0.3
CC(=O)c1ccc(NC(=O)CCSCCC(=O)Nc2ccc(C(C)=O)cc2)cc1,3,-11,0,-1.3,-2,1.2,-1.1,0.6,-1.1,-5,0.5
COc1ccc(N2C(=O)CC(SCCc3nc4ccccc4[nH]3)C2=O)cc1 (stereo not given),10,-12,3,0.1,-1,-0.8,-1.1,-0.2,-0.5,1,-0.1
COc1ccc(CCN(C(=O)C(F)(F)F)C(C(=O)NC2CCCC2)c2cccs2)cc1OC (stereo not given),-3,-9,1,-0.6,2,-0.8,-0.8,-2.0,1.4,3,-0.4
CC(C)(C)c1cc(C(C)(C)C)cc(S(=O)(=O)CCc2ccccn2)c1,5,-6,-1,-2.7,1,-1.6,-1.6,-2.5,1.8,0,-0.2
O=C(O)C1CCCN(C(=O)/C=C/c2ccccc2)CC1 (stereo not given),-4,-1,2,-2.3,3,x,-1.4,-2.1,-1.6,0,0.1
CC(=O)Nc1ccc(-c2csc(NC(=O)C3CC(=O)N(c4ccc5c(c4)OCCO5)C3)n2)cc1 (stereo not given),-55,-22,-51,-3.8,-47,0.9,-2.1,-8.4,-3.7,-17,-1.2
CN(CC(=O)NCc1ccncc1)S(=O)(=O)c1ccc(Br)cc1,10,0,-2,1.0,2,-0.3,-1.3,0.1,-2.0,-1,-1.8
COc1ccccc1NC(=O)N1CCC(c2nc3cc(C)c(C)cc3[nH]2)CC1,-3,-2,-1,-1.4,2,-1.6,-0.3,-4.4,1.9,-6,1.2
CCCCC(=Nc1ccc(N)cc1)C1=C(O)C(C(=O)OC)C(C)(C)CC1=O (stereo not given),-5,-4,-28,-1.5,-20,3.2,-1.3,-0.5,-1.6,-1,-0.7
Cc1noc(/C=C/N(C)C)c1S(=O)(=O)N1CCN(c2ccc(F)cc2)CC1,1,12,-10,-0.9,-1,0.7,-1.1,-0.1,2.3,-3,0.2
Cc1[nH]n(-c2cccc(Cl)c2)c(=O)c1-c1ccc(Cl)cc1,8,1,3,-0.6,1,-0.6,-0.9,0.4,0.0,1,-0.1
COc1ccc(CN2C(=O)C(CC(=O)NCCCCc3ccccc3)CC(C(=O)N3CCOCC3)=C2C)cc1 (stereo not given),0,-10,5,1.0,9,-0.8,-1.4,-1.8,0.7,1,0.6
O=C(N/N=C/c1c[nH]c2ccccc12)c1ccn(Cc2ccc(Cl)cc2)n1,8,-9,-8,3.0,-6,0.5,0.6,4.2,-0.4,-1,-0.1
COc1ccc(C(=O)N2CCCCC2c2cc(C(=O)NCc3ccccc3)no2)cc1 (stereo not given),-3,4,5,0.9,0,x,-1.4,-1.0,1.1,-1,-0.5
COc1ccc(CNC(=O)COc2ccccc2C(=O)c2cnn(-c3ccccc3)c2)cc1OC,5,-7,-18,3.1,-10,0.8,-0.3,13*,3.9,-3,4.0*
Cc1ccc(C(NC(=O)c2ccccc2)C(Cl)(Cl)Cl)cc1 (stereo not given),6,2,0,-2.9,2,-0.7,-1.8,-2.1,0.7,1,-1.4
CS(=O)(=O)N1CCN(c2ccc(NC(=O)Cc3ccccc3)cc2)CC1,2,4,0,0.8,2,1.2,-1.4,-3.2,0.3,-3,0.1
CCN1C(=O)/C(=C/c2ccc(C)s2)SC1=Nc1ccc(OC)cc1,-8,4,1,-1.0,2,0.7,-0.8,1.4,0.4,0,0.0
CN1CCN(Cc2cccc(Oc3ccc(Cl)cc3)c2)CC1,-1,-9,2,1.9,5,-0.1,-1.4,3.6,1.4,-2,1.5
CN(Cc1ccc(Cl)s1)C(=O)CN1C(=O)N(C)C2(CCCCC2)C1=O,1,-2,-3,-0.9,5,-0.4,-0.6,1.5,2.9,-6,0.4
Cc1ccc2c(COC(=O)CNC(=O)c3ccco3)cc(=O)oc2c1C,-21,14,-9,1.8,-6,-0.6,-0.7,-2.2,-0.3,-5,-0.9
CCCCN1CN(S(=O)(=O)c2cccs2)c2nc3ccccc3nc21,-252,-2,-47,-0.9,-30,x,-1.5,0.7,x,-73,-0.4
CCCCCC1CC(=O)N(Cc2ccc(Cl)cc2)C(=O)N1 (stereo not given),1,0,-3,-0.7,-1,0.4,-0.8,1.8,-1.5,-4,0.2

# Whole records, quoted from the list. Order of screens: ADAM10 inh	sPLA2-III inh	PLCb3 inh	hcDAF-12 act	PLCg1 inh	DAX1 inh-1	ssDAF-12 act	hgDAF12 agonist	FXN GAA850 act	ADAM17 inh	DAX1 inh-2
# COc1ccc(CNC(=O)COc2ccccc2C(=O)c2cnn(-c3ccccc3)c2)cc1OC is entered as 5	-7	-18	3.1	-10	0.8	-0.3	13*	3.9	-3	4.0*
# CC(=O)c1ccc(NC(=O)CCSCCC(=O)Nc2ccc(C(C)=O)cc2)cc1 is entered as 3	-11	0	-1.3	-2	1.2	-1.1	0.6	-1.1	-5	0.5
# Cc1noc(/C=C/N(C)C)c1S(=O)(=O)N1CCN(c2ccc(F)cc2)CC1 is entered as 1	12	-10	-0.9	-1	0.7	-1.1	-0.1	2.3	-3	0.2

# Screening results as filed in PubChem BioAssay.
